Tau fluor counter = Counterscreen qHTS for Inhibitors of Tau Fibril Formation, Fluorescence Polarization; tau K18 P301L Alexa594 fluorescence, heparin fibrillization; Potency, µM (series often up to 57.7 µM), for inactives: top-dose activity change, negative = decrease; 280,000 tested, 0.93% active; also: % is scaled to controls: 0 for no effect and ±100 for the full control effect; nearly all actives have a fitted effect of over 55% in size
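Human tau K18 P301L (15 uM unlabeled, 0.24 uM Alexa 594-labeled) in 100 mM sodium acetate pH 7 with 20 uM heparin, 6 hr at 37 C. ThT 30 uM added, 1 hr ambient; Alexa 594 FP and total fluorescence read at 555/632 nm.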
L3MBTL1 inh = qHTS Assay for the Inhibitors of L3MBTL1. AlphaScreen L3MBTL1–H3K9me1 peptide binding. AID 485360, 2010. Lethal(3)malignant brain tumor-like protein 1 (Homo sapiens), Q9Y468. Potency, µM (doses to about 57.1 µM), for the others: at the highest dose activity, negative = inhibition, most hits filed as inhibitors. 230,000 tested, 0.66% active; also: % is scaled to controls: 0 for no effect and ±100 for the full control effect; nearly all actives have a fitted effect of over 60% in size
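First, the protein-peptide complex forms for 30 min at room temperature (L3MBTL1 50 nM, biotinylated H3K9me1 peptide 75 nM). Next, compounds are pin-transferred and incubated 30 min. Finally, AlphaScreen beads are added and read after 30 min.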
Tau FP inhib = qHTS for Inhibitors of Tau Fibril Formation, Fluorescence Polarization. Microtubule-associated protein tau (Homo sapiens), P10636. K18 P301L tau heparin fibrillization, Alexa594 FP, 6 h. Potency, µM (doses to about 57.7 µM), without a hit: top-dose activity, negative = inhibition, hits mostly inhibitors. 280,000 tested, 0.39% active; also: % is scaled to controls: 0 for no effect and ±100 for the full control effect; nearly all actives have a fitted effect of over 55% in size
Target sequence (P10636 561-689 P618L limits assumed): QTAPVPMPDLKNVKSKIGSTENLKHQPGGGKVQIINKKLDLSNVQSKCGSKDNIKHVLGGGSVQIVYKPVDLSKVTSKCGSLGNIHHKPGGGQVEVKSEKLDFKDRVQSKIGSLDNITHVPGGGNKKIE
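Quantitative HTS format: compounds meet 15 uM recombinant K18 P301L tau and Alexa 594-tau tracer in 100 mM sodium acetate pH 7; 20 uM heparin triggers fibrillization at 37 C over 6 hr; FP gives the signal.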
TRb SRC2 PPI = qHTS for Inhibitors of the Interaction of Thyroid Hormone Receptor and Steroid Receptor Coregulator 2; Thyroid hormone receptor beta (Homo sapiens), P10828; TRbeta-SRC2 peptide binding, fluorescence polarization; receptor liganded with 1 µM T3; Potency, µM (series often up to 106 µM), without a hit: at the highest dose activity change, negative = inhibition, most hits filed as inhibitors; 280,000 tested, 0.065% active; AID 1469, 2008;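 also: plate controls were bound peptide for no effect and peptide without receptor for full effect; nearly all actives have a fitted effect of over 50% in size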
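Decrease in fluorescence polarization of 20 nM Texas Red SRC2 coactivator peptide flagged inhibition of its binding to 0.6 uM TRb LBD; 1 uM T3 included, incubation 5 hr, ex 555/em 632 nm.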
RECQ1 inh = qHTS Assay for Inhibitors of RecQ-Like Dna Helicase 1 (RECQ1); 240,000 tested, 0.54% active; Potency, µM (highest dose often 57.3 µM), for inactives: at the top dose activity, negative = inhibition, usual class: inhibitors; AID 2549, 2010; RECQ1 DNA unwinding, red fluorescence kinetic read; ATP-dependent DNA helicase Q1 (Homo sapiens), P46063;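 also: plate controls were vehicle for no effect and no enzyme for full effect; nearly all actives have a fitted effect of over 30% in size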
Target sequence (P46063 whole entry, looked up): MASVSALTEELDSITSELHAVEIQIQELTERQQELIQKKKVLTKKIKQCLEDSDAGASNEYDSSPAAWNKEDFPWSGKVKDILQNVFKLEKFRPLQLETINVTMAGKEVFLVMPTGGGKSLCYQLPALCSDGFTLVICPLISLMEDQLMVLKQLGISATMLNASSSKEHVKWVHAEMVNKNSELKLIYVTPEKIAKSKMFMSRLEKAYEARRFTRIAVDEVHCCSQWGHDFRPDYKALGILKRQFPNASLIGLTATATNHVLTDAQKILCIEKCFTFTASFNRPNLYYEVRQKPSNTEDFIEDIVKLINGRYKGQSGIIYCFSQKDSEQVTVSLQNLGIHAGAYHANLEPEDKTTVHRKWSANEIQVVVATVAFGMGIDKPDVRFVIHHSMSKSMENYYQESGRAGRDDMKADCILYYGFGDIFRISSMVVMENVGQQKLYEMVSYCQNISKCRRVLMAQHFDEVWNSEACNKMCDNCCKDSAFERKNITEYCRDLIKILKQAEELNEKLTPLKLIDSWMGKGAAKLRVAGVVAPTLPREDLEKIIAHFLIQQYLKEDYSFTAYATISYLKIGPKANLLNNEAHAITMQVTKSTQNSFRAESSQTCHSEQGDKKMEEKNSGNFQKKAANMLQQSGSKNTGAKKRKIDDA
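RECQ1T1 50 nM; forked duplex (20 bp + 30-nt ss tails) 200 nM, ATP 2 mM final; pH 8.0, 2 mM MgCl2, 2.5 ug/ml poly(dI-dC); 15 min compound preincubation; discontinuous kinetic read over 2 h at RT.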
TexasRed fluor = Total Fluorescence Counterscreen for Inhibitors of the Interaction of Thyroid Hormone Receptor and Steroid Receptor Coregulator 2 | TRb/SRC2 Texas Red total fluorescence interference | Potency, µM (titrated, usually from 106 µM), inactives show at the highest dose fluorescence change, negative = quenching | 280,000 tested, 0.29% active; active = well fitted curve in either direction with a large enough effect; inconclusive = small, poorly fitted or top-dose-only effect; also: % is scaled to controls: 0 for no effect and ±100 for the full control effect
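Human TRβ ligand-binding domain (0.6 uM) and Texas Red SRC2 peptide (20 nM) in Tris buffer with 1 uM T3 and 5% DMSO were incubated with pinned compound for 5 hr at ambient temperature. Total fluorescence was computed as S + 2P (555/632 nm).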
Tau ThT inhib = qHTS for Inhibitors of Tau Fibril Formation, Thioflavin T Binding; Microtubule-associated protein tau (Homo sapiens), P10636; recombinant tau K18 P301L, heparin-induced fibrillization, ThT fluorescence; Potency, µM (top dose mostly 57.4 µM), for the others: at the highest dose activity, negative = inhibition, usual class: inhibitors; 270,000 tested, 2.1% active; also: % is scaled to controls: 0 for no effect and ±100 for the full control effect; nearly all actives have a fitted effect of over 55% in size
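Using a mix of unlabeled (15 uM) and Alexa 594-labeled (0.24 uM) tau K18 P301L, heparin-triggered fibrillization over 6 hr at 37 C was scored by ThT fluorescence.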
HTT cytoprotect = qHTS Multiplex Assay to Identify Dual Action Probes in a Cell Model of Huntington: Cytoprotection (ATP); Potency, µM (doses to about 56.4 µM), for inactives: cytoprotection (ATP increase), actives largely listed as activators; 230,000 tested, 0.14% active; PC12 HTT-Q103 induced, cytoprotection, ATP luminescence, 40 h;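 also: % of control where 0% means no effect; nearly all actives have a fitted effect of over 45% in size; toxic huntingtin expression switched on by the ecdysone agonist tebufenozide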
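Huntington model: PC12 line, ecdysone-inducible HTTQ103 exon1–GFP, tebufenozide 100 nM. Test articles in a dose series. Endpoint luminescence from cellular ATP.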
The depositor's hits bear a star; i = inactive; ? = inconclusive; . = not tested or not shown; [ ] = dose if it differs, or a comment. Unless noted, calls follow the shape of the dose curve; as a rule, active = well fitted curve in the direction sought with a large enough effect; inconclusive = small, poorly fitted or top-dose-only effect, or another doubt; inactive = no such curve, though single readings can be large; an effect the other way counts as inactive or inconclusive. Potency is read from the fitted curve at half-maximal effect. Some of the compounds tested, so the mix of outcomes need not match the whole.

No. | Molecule | Tau fluor counter | Tau ThT inhib | TexasRed fluor | HTT cytoprotect | TRb SRC2 PPI | Tau FP inhib | L3MBTL1 inh | RECQ1 inh
1 | COc1ccc(-c2[nH]c3ccccc3c2SCCNC(=O)c2ccc(S(=O)(=O)N(C)C)cc2)cc1 | 4µM*[quencher] | -10% | 0% | . | -2% | 3% | . | .
2 | CC(C)C(NCc1c(Cl)cccc1Cl)C(=O)O (configuration not stated) | -10% | -7% | -1% | 21% | -16% | -3% | 0% | -2%
3 | O=C1OC(/C=C/c2ccc(Cl)cc2)=NC/1=C/c1ccco1 | -5% | ? | -4% | -5%[10 µM] | 0% | 5% | -8% | -6%
4 | O=C(/C=C/c1ccccc1Cl)N(Cc1ccc(Cl)cc1)C1CCS(=O)(=O)C1 (configuration not stated) | -11% | 1% | -1%[53 µM] | -3%[10 µM] | 6%[53 µM] | 5% | 1% | 7%
5 | CCOc1ccccc1NC(=O)Nc1nnc(N(C)Cc2ccccc2)s1 | -3% | -2% | 1% | . | -12% | 5% | . | .
6 | COc1ccc(CCNC(=O)CSc2nn(-c3ccccc3)c(=S)s2)cc1OC | -24% | -11% | 0% | -4%[10 µM] | -2% | 2% | 3% | -4%
7 | CCc1ccc(N2C(=O)C3NN=C(C(=O)OCc4ccccc4)C3C2=O)cc1 (configuration not stated) | -1% | -4% | 0% | 32%[10 µM] | -7% | -7% | 4% | -3%
8 | Cc1cc(NC(=O)CCl)n(-c2nc3ccccc3s2)n1 | -5% | -4% | -3% | -27%[10 µM] | -1% | 0% | 0% | 0%
9 | Nc1ncc(S(=O)(=O)Nc2ccc(OC(F)(F)F)cc2)cn1 | -10% | -2% | 2% | . | -1% | -6% | . | .
10 | CCCC(C(=O)O)n1c(O)c(C=C2N=c3ccccc3=N2)sc1=S (configuration not stated) | -11% | ? | -2% | 1%[10 µM] | -3% | -2% | -15% | 1%
11 | O=C(NCc1ccc(C(F)(F)F)cc1)C1CC(c2c(Cl)cccc2Cl)=NO1 (configuration not stated) | ? | -21% | -1% | -9% | 6% | 1% | 6% | -9%
12 | CC1CN(C2CCN(C(=O)COc3ccc(Cl)cc3)CC2)CC(C)O1 (configuration not stated) | -9% | ? | -4% | 3% | -7% | -8% | . | -14%
13 | CC(=O)Nc1ccc(NC(=S)NC(=O)/C=C/c2ccc(Cl)cc2)cc1 | -7% | ? | -2% | -5% | 3% | -8% | . | -2%
14 | CCCCCc1nnc(NC(=O)C(=O)OCC)s1 | -1% | -2% | -4% | -7% | -10% | -1% | 9% | 3%
15 | O=C(NCCNC[C@@H](O)COc1ccc(O)cc1)N1CCOCC1 | -2% | -7% | -2% | -35%[inhibitor] | -11% | 2% | . | i
16 | COc1ccc(C)cc1NS(=O)(=O)c1cc2c3c(c1)CC(=O)N3CCC2 | -9% | -3% | -1% | . | -3% | -4% | . | .
17 | Cc1ccc2oc(=O)c3c4cc(O)c(O)c(C)c4oc3c2c1 | ? | ? | -6% | -39%[inhibitor] | 6% | 0% | . | -6%
18 | CCc1nc(Nc2ccc(N3CCN(C(C)=O)CC3)cc2)c2oc3ccccc3c2n1 | ? | 13µM* | ? | -118%[inhibitor] | -18% | 16% | 1% | ?
19 | Cc1ccc(CCSCC(=O)O)cn1 | 4% | -8% | 2% | -1% | 1% | 5% | 2% | -12%
20 | COC(=O)[C@@]1(Cc2ccc(F)cc2)[C@H]2c3cc(C(=O)N(C)C)n(Cc4cc(C)n(C)n4)c3C[C@H]2CN1C(=O)c1ccccc1 | 1% | -10% | 5% | 7% | -4% | 2% | . | 3%
21 | Cn1c(=O)c2c(nc(Oc3ccc4c(c3)OCO4)n2Cc2ccc(F)cc2)n(C)c1=O | -4% | -7% | 2% | 6%[10 µM] | -9% | 2% | 1% | -12%
22 | CC1=CC2=NC(=O)/C(=C/c3coc4ccc(Cl)cc4c3=O)C(=N)N2O1 | ? | ? | -6% | -6%[10 µM] | 0% | -7% | 2% | i
23 | COc1ccccc1NS(=O)(=O)c1ccc(Cl)c(NC(=O)C(C)N2C(=O)c3ccccc3C2=O)c1 (configuration not stated) | -27% | -11% | -1% | -21%[10 µM] | 2% | -5% | -9% | i
24 | COc1cccc(NC(=O)COc2ccc(N3CC(C(=O)NCC(C)C)CC3=O)cc2)c1 (configuration not stated) | 7% | 7% | 3% | 6%[0.074 µM] | 6% | 0% | -1%[11.4 µM] | -14%
25 | Cc1cc(-c2nc(C)c(-c3nnc(SCC(=O)Nc4ccc(Cl)cc4)n3C)s2)no1 | -19% | -20% | 0% | -26%[10 µM] | -7% | ? | 4% | -3%
26 | COc1ccc(C2C3(C#N)C(N)=NC(OC)(OC)C23C#N)cc1 (configuration not stated) | -28% | ? | 3% | -11% | 2% | 6% | . | -13%
27 | OCCn1c(SCCOc2ccccc2)nc2ccccc21 | -8% | -1% | 0% | -17% | 8% | -9% | . | -7%
28 | CN(Cc1ccccc1)c1nc2c(c(=O)n(C)c(=O)n2C)n1CCSc1ncccn1 | -2% | -7% | -7% | -16% | 1% | -3% | 1% | i
29 | CC1CCC(C(C)C)C(OC(=O)CSc2nccc(=O)[nH]2)C1 (configuration not stated) | -8% | 2% | 2% | 17%[10 µM] | 14% | 9% | . | 4%
30 | CCOc1ccc(-c2c(C)nn3c(C)c(C(=O)NCc4ccc(C)o4)cnc23)cc1OCC | -2% | -2% | -3% | . | -2% | 9% | . | .
31 | Cc1cccc2sc(NC(=O)CN3C(=O)C4CC=CCC4C3=O)nc12 (configuration not stated) | -29% | -16% | -5% | -8% | 5% | -10% | . | -2%
32 | O=P1(O)C=C(c2ccccc2)OC(c2ccccc2)=C1 | -10% | -5% | -7% | -15%[10 µM] | -5% | 3% | . | -6%
33 | CCCC(=O)C1=C(O)C(C(=O)OC)C(C)(C)CC1=Nc1ccc(C)cc1 (configuration not stated) | -18% | -14% | -3% | -6%[10 µM] | -3% | 7% | -4% | 6%
34 | Cc1c(NC(=O)c2cnn3c(C(F)(F)F)cc(-c4ccco4)nc23)c(=O)n(-c2ccccc2)n1C | 5% | -11% | -3% | -25% | -2% | -1% | -6% | 1%
35 | Cc1cc(C)nc(N(C#N)C(C)C(=O)N(C)C)n1 (configuration not stated) | 2% | -4% | 0% | 40%[10 µM] | -2% | 0% | 10% | -3%
36 | CN1CCN(C(=O)C2CCCCC2C(=O)O)CC1 (configuration not stated) | -7% | -15% | -2% | -1% | 2% | -2% | . | -6%
37 | CCOc1ccc(N2CC(C(=O)NCc3ccc(F)cc3)CC2=O)cc1 (configuration not stated) | -3% | -6% | 4% | -20%[10 µM] | 0% | 9% | 6% | i
38 | COC(=O)c1ccc(NS(=O)(=O)N(C)C)cc1 | 8% | 3% | 0% | -3% | -3% | 3% | 18%[11.4 µM] | i
39 | Cc1nc(Cl)c(C(=O)NCc2ccccc2)c(C)c1Cl | 10% | -2% | -3% | -36%[inhibitor] | 2% | 5% | 2% | 0%
40 | CC(C)N(Cc1ccccc1)C(=S)Nc1ccc(OC(F)F)cc1 | -17% | 3% | 0% | 13%[10 µM] | -5% | -7% | 1% | -14%
41 | COc1ccc(CCNC(=O)Cn2c(=O)cnc3ccccc32)cc1 | -2% | -8% | 0% | -9% | 6% | -2% | -3% | -2%
42 | C=CCn1c(CCCOc2ccc(Cl)cc2Cl)n[nH]c1=S | -8% | -18% | 3% | 4%[10 µM] | -2% | -5% | -1% | -6%
43 | COCCN1C(=O)CS/C1=C(/C#N)C(=O)NCc1ccco1 | -10% | ? | 28% | -4%[10 µM] | 23% | -3% | -3% | -21%
44 | CCOC(=O)c1cnc(-n2nc(C)cc2C)nc1Oc1ccccc1F | 4%[0.0958 µM] | . | -1% | 1%[10 µM] | -1% | 2%[0.0958 µM] | . | -9%
45 | CN1C(=O)CC(N2CCN(Cc3ccc(Cl)cc3)CC2)C1=O (configuration not stated) | -3% | 3% | 1% | 1% | 4% | -5% | . | 6%
46 | O=C(Nc1ccc([N+](=O)[O-])cc1)c1cc(-c2ccccn2)nc2c(Cl)cccc12 | -23% | -2% | 1% | -7%[10 µM] | -3% | 4% | -1% | 1%
47 | COc1ccccc1-c1c(C(F)(F)F)oc2cc(OCC(=O)Nc3cc(C)ccc3C)ccc2c1=O | -1% | 1% | 3% | 2%[10 µM] | 4% | 2% | 0% | -1%
48 | Cc1ccc(CSc2cn(CC(=O)N3CCCCCC3)c3ccccc23)cc1 | -22% | ? | -1% | . | -4% | 9% | . | .
49 | Cc1ccc(S(=O)(=O)NC2=NCN(CCc3ccccc3)CN2)cc1 | 1% | -4% | 1% | -16%[0.074 µM] | -23% | 14% | . | i
50 | Cc1cccc(-c2c3c(=O)n(C)c(=O)n(C)c3cn2C(C)(C)C)c1 | 4% | -5% | -1% | -4% | 1% | 1% | -2% | -1%
51 | CCOc1cc(C)c(Cl)cc1S(=O)(=O)N(CC)CC | -6% | 3% | 1% | -17%[0.074 µM] | -9% | 2% | . | i
52 | COCCn1c(SCC(=O)c2ccc3c(c2)OCCO3)nnc1-c1ccoc1C | -10% | ? | 0% | -24%[10 µM] | -10% | -1% | . | i
53 | COc1ccc(OC)c(-n2c(-c3ccc(S(C)(=O)=O)cc3)cc(C=O)c2C)c1 | -15% | -4% | 5% | -18% | 14% | 8% | -9% | -3%

Screening results: PubChem BioAssay, National Center for Advancing Translational Sciences (NCATS)
